M17LAP inhibition – P. falciparum M17LAP inhibitors, primary screen, biochemical, fluorogenic H-Leu-NHMec substrate, 1536-well (AID 1619); recombinant M17LAP, H-Leu-NHMec fluorogenic kinetic assay; higher % means a stronger effect; inhibition, % at 30 µM, or IC50 in µM where a hit was titrated; 220,000 tested, 0.38% active;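 active = compound inhibiting the enzyme by more than half at any dose during confirmatory dose-response retesting; inconclusive = strong single-dose inhibitors picked by rank but not retested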;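 note: plate controls were full reaction with DMSO carrier for no effect and no enzyme background for full effect; strong numbers were not always called active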
Yfh1-off respiration – mitochondrial function rescue without frataxin homolog – Friedreich's ataxia, plus single-dose screen, dose response (AID 1465). S. cerevisiae Yfh1-off respiration, WST-1 reduction, 72 h; higher fold induction means a stronger effect. fold induction at 50 µM, or EC50 in µM where a hit was titrated. 220,000 tested, 0.074% active;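 active = fold induction of absorbance versus untreated yeast above a set limit, then at least 30% activation at any dose in follow-up; inconclusive = repeats straddling the limit, or above it without dose testing; inactive = fold induction below the set limit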;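 note: activators that raise dye reduction in frataxin-depleted yeast; strong numbers were not always called active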
Hep lipid drop – hepatic lipid droplet formation modulation; 240,000 tested, 0.4% active; AML12 mouse hepatocytes, oleate lipid droplets, BODIPY imaging; inhibition, % at 6.5 µM;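 active = lipid droplet intensity inhibited by at least 50%, with more than 500 cells counted; inconclusive = wells with under 300 cells, treated as cytotoxic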
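Assay system: AML12 hepatocytes (mouse); Probe or stimulus: oleic acid at 100 µM to induce lipid droplet formation; Dosing: compound at 6.5 µM only; Schedule: compound with oleate, overnight; Detection: fluorescence imaging, 20x objective, two fields per well; Measure: % inhibition of lipid droplet signal.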
CSM14.1 death rescue – rescue of cells from ER stress-induced death, primary screen, 384-well, CSM14.1, thapsigargin, ATP luminescence (AID 1222). CSM14.1 thapsigargin-induced death rescue, ATP luminescence; higher % means a stronger effect. cellular ATP content (survival), % at 20 µM; hits with a dose series show EC50 in µM. 190,000 tested, under 10 active;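 active = EC50 below 50 µM in the dose-response confirmation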;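 note: death triggered by thapsigargin at about 15 µM added after 2 h compound pretreatment; cell ATP read after overnight thapsigargin exposure of roughly 18 to 22 hours; normalized against plate controls of thapsigargin alone and 5% DMSO vehicle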
Dynein cargo inh – blocks dynein driven cargo transport along microtubules; z-score, hits read low; 220,000 tested, 0.47% active; 3617.4 mouse cells, GR-EGFP nuclear translocation imaging; test concentration mostly 20 µM; stimulated with dexamethasone, 1 µM; active compounds read low;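 active = plate z-score of nuclear minus cytoplasmic receptor signal below a set negative limit, without overly bright fluorescence or cell loss, cut at about -3.5 in these data, passing the limit was not always enough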;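 note: z-score of nuclear minus cytoplasmic ring GR-EGFP intensity difference per well; some compounds called inactive have numbers as strong as hits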
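Schedule: 48 h induction, then 1 h compound, then 30 min agonist, 37 °C. Buffer or medium: tetracycline-free induction medium containing charcoal-stripped FBS. Reagent: 1.0 µM final dexamethasone stimulus. Evaluation: nuclear versus cytoplasmic GR-EGFP signal, averaged per well. Signal: high-content fluorescence imaging after fixation.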
M1AAP inhibition – malaria alanyl aminopeptidase activity blockers – biochemical, fluorogenic H-Leu-NHMec substrate, 1536-well (AID 1445); recombinant M1AAP, H-Leu-NHMec fluorogenic kinetic assay; higher % means a stronger effect; 220,000 tested, 0.42% active; one-dose inhibition, % at 30 µM; IC50 in µM for titrated hits;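 active = primary inhibition above the hit cutoff, then over 50% inhibition at one or more dose response concentrations, cut at about 23% in these data, passing the limit was not always enough; inconclusive = conflicting primary data, or primary hits not chosen for dose response; inactive = low primary inhibition, or under 50% at every dose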;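 note: plate controls were DMSO full reaction for no effect and no enzyme background for full effect; strong numbers were not always called active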
Autophagy mod – alters autophagy in cells | MEF GFP-LC3 puncta imaging; test concentration mostly 10 µM | calls only at 10 µM (by protocol) | 190,000 tested, 0.98% active | AID 463193;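 active = percentage of spot-positive cells more than 3 SD above its plate mean, without a fluorescence outlier flag or 80% toxicity; inconclusive = no clear call, values can overlap the other calls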;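 note: spot-positive cell cutoff set from DMSO-treated cells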
Insulin prom up – MIN6 insulin promoter up-regulation | MIN6 insulin promoter-GFP reporter, high-content imaging; active compounds read high | z-score at 5 µM | 190,000 tested, 0.3% active | AID 1625;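 active = z-score above 3 at 5 µM with at least 500 cells counted in the well; inconclusive = wells under 500 cells, flagged as cytotoxic or low count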
MT stabilizer – stabilizes microtubules in HeLa cells | HeLa tubulin immunostaining HCS, 24 h; share of cells brighter than vehicle mean+2SD | % tubulin-high responders, % at 10 µM | 200,000 tested, 0.83% active | AID 2205;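 active = plate Z-score above 3 for both tubulin-high and condensed-nucleus cell shares, with cell loss under 80%, at 10 µM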;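 note: anti alpha tubulin signal scored within the nucleus-defined area of each cell; some results filed as inactive read as strong as hits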
Dynein cargo inh cytoplasmic EGFP – further read-out of Dynein cargo inh, marked with its call; z-score; measured here: cytoplasmic GR-EGFP intensity; active compounds read high
Dynein cargo inh nuclear GR-EGFP – recorded beside Dynein cargo inh, whose call it bears; z-score; measured here: nuclear GR-EGFP intensity;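 lower value marks the stronger effect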
Dynein cargo inh cell count – second read-out of Dynein cargo inh, no call of its own (marks repeat the call); z-score; measured here: cell count per field
Insulin prom up cell count – recorded beside Insulin prom up, whose call it bears; cell count; measured here: cytotoxicity, nuclei count;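 total cells summed across four imaged fields per well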
Hep lipid drop cells 6.5 µM – second read-out of Hep lipid drop, no call of its own (marks repeat the call); cell count; measured here: cell count, cytotoxicity flag;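 cells counted across two imaged fields per well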
MT stabilizer Hoechst-high % – second read-out of MT stabilizer, no call of its own (marks repeat the call); % Hoechst-high responders; measured here: nuclear condensation Hoechst responders;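 share of cells brighter than vehicle mean plus two SD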
MT stabilizer cytotoxicity % – also measured in MT stabilizer; calls as there; toxicity, %; measured here: cytotoxicity by cell density;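 0% = mean cell density of plate MIN control wells and 100% = no cells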
Autophagy mod cell loss 18 h – second read-out of Autophagy mod, no call of its own (marks repeat the call); toxicity, %; measured here: cell loss, nuclei count;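 cell loss after 18 h compound exposure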
* hit, by the source's call; i = inactive; ? = inconclusive; / = no result given; + = active, no number. Outcome played no part in choosing rows. Share with any hit: about 3.5%.

Compound	M17LAP inhibition	Yfh1-off respiration	Hep lipid drop	Hep lipid drop cells 6.5 µM	CSM14.1 death rescue	Dynein cargo inh	Dynein cargo inh cytoplasmic EGFP	Dynein cargo inh nuclear GR-EGFP	Dynein cargo inh cell count	M1AAP inhibition	Autophagy mod	Autophagy mod cell loss 18 h	Insulin prom up	Insulin prom up cell count	MT stabilizer	MT stabilizer Hoechst-high %	MT stabilizer cytotoxicity %
CCOC(=O)c1ccc(NC(=O)Cn2cc3c(n2)CCC(C)C3)cc1 (centres undefined)	2%	i	-19	686	/	-0.76	-0.24	-0.38	0.48	-1%	/	/	-0.32	1683	1.9	2.4	6.9
CCOc1ccc(-n2c(O)cc(=O)[nH]c2=O)cc1	2%	i	-8	647	/	-1	-0.25	-0.21	1.6	-2%	/	/	-0.06	1027	/	/	/
C=CCN1c2ccccc2[C@]23C[C@@H](C(=O)OC)N=C2NC(C(=O)OC)=C(C(=O)OC)[C@H]13	6%	i	-5	749	/	-0.52	-0.8	-0.2	0.12	4%	/	/	-0.1	938	/	/	/
Cc1ccc(C(C)C)c(OCC(=O)NNC(=O)C(C(C)C)N2C(=O)c3ccccc3C2=O)c1 (centres undefined)	2%	i	24	552	-1.8%	0.17	-0.26	0.22	-0.37	1%	i	-5	/	/	2.3	0.8	9.0
CCN(CC)c1ccc(NC(=O)c2cccc(F)c2)c(C)c1	7%	i	/	/	-1.1%	-0.18	-0.098	-0.7	0.6	5%	i	23	-0.87	1625	37*	19*	32*
CCN(CC)c1ccc2cc(-c3nnc(-c4ccccc4)o3)c(=O)oc2c1	-6%	i	-2	755	2.4%	-4.5*	-0.32*	-3*	-0.69*	3%	?	/	/	/	3.4	1.9	4.4
Cc1nc2nc(-c3cccnc3)nn2c(C)c1Cl	0%	i	28	739	-2.6%	-0.42	1.5	0.45	2.4	-4%	i	-1	-0.46	1164	2.1	0.4	32
CC(C)C(=O)OCC(=O)Nc1ccc(N=Nc2ccccc2)cc1	-1%	i	-12	577	-2.8%	0.21	-0.24	0.29	-0.26	7%	i	12	-0.67	1467	3.6	2.2	4.9
CN1C(=O)/C(=C/c2coc3ccc(O)cc3c2=O)SC1=S	-2%	i	-6	707	/	-0.1	-0.17	-0.054	0.0033	-3%	/	/	-0.03	1323	/	/	/
COc1cc(C)c(C(C)C)cc1S(=O)(=O)N1CCN(C)CC1	9%	i	/	/	-0.5%	-0.21	-0.21	0.17	0.12	0%	i	0	0.15	1298	3.0	2.5	11
c1cc(CSc2nnc(-c3ccc4c(c3)OCO4)o2)ccn1	1%	i	/	/	-1.8%	-1.4	-0.13	-0.4	0.55	15%	i	7	0.4	1452	3.9	2.1	5.2
CCCC(=O)Nc1ccc(-c2nc3cc(C)c(C)cc3o2)cc1	1%	i	/	/	-1.9%	2.1	-0.2	1.6	-1.3	0%	i	-40	-0.09	1240	4.4	0.8	1.1

Later entries.
Compound	M17LAP inhibition	Yfh1-off respiration	Hep lipid drop	Hep lipid drop cells 6.5 µM	CSM14.1 death rescue	Dynein cargo inh	Dynein cargo inh cytoplasmic EGFP	Dynein cargo inh nuclear GR-EGFP	Dynein cargo inh cell count	M1AAP inhibition	Autophagy mod	Autophagy mod cell loss 18 h	Insulin prom up	Insulin prom up cell count	MT stabilizer	MT stabilizer Hoechst-high %	MT stabilizer cytotoxicity %
Cn1nnnc1Sc1ncnc2scc(-c3ccc(F)cc3)c12	8%	/	-26	668	0.1%	-2	0.048	-0.71	0.39	18%	i	15	/	/	12	5.2	24
CCCSc1cc(N)cc([N+](=O)[O-])c1	-12%	i	3	696	0.2%	-0.13	-0.32	-0.15	0.87	-2%	i	-5	-1.1	1090	3.1	3.3	7.8
COC(=O)c1cnn(-c2ccc(F)cc2F)c1/C=N/NC(N)=S	19%	i	0	692	/	-0.11	-0.22	0.43	0.34	9%	/	/	-0.65	933	/	/	/
COc1ccc2c(c1)-c1ccccc1S(=O)(=O)N2C(C)=O	-34%	i	/	/	-0.8%	-0.64	-0.19	-0.39	0.24	7%	i	1	1.6	1709	1.3	0.7	2.0
O=C(Nc1cccc2c1CCCC2)C1CCN(c2nnnn2-c2ccccc2)CC1	1%	i	-2	701	-1.0%	0.52	-0.15	0.52	0.16	7%	i	-1	0.9	1904	2.5	2.6	8.4
Cc1c(N=Nc2ccc(N(C)C)cc2)c(=O)n(-c2ccccc2)n1C	47%	i	-6	619	-2.5%	0.93	-0.2	0.91	-1.3	23%	i	-14	0.12	1470	1.7	2.2	12
c1ccc(-c2nnc(CN3CCN(C(c4ccccc4)c4ccccc4)CC3)o2)cc1	-1%	i	-37	561	0.5%	-0.57	-0.33	-0.045	0.07	-6%	i	6	-0.17	1181	9.2	1.7	3.9
CCOC(=O)C(C)Sc1snnc1C (centres undefined)	/	i	/	/	/	-0.31	-0.2	-0.46	0.089	/	i	-12	/	/	2.8	1.1	4.5
Cc1[nH]c2ccccc2c1C(=O)COC(=O)Cn1c(C(F)(F)F)nc2ccccc21	-1%	i	3	534	0.2%	0.14	-0.31	-0.18	0.16	1%	i	7	0.06	1321	3.7	3.2	6.8
CC(C)(C)OC(=O)N1CCC[C@H]1c1nnc(SCc2c(Cl)cccc2Cl)o1	0%	i	/	/	1.9%	0.79	-0.42	-0.11	0.13	5%	i	20	/	/	7.0	1.3	2.9
CCCN1CN(Cc2ccco2)c2nc3ccccc3n2C1	2%	i	/	/	-4.5%	0.39	-0.044	-0.42	-1.3	0%	i	15	1.4	1009	4.7	1.8	4.3
C=CCOC(=O)C1=C(C)Nc2nnnn2C1c1cc(OC)ccc1OC (centres undefined)	-1%	i	-2	752	-1.9%	0.41	-0.18	0.69	-0.53	0%	i	16	1.1	1242	3.3	1.5	4.2

(listing goes on)
Compound	M17LAP inhibition	Yfh1-off respiration	Hep lipid drop	Hep lipid drop cells 6.5 µM	CSM14.1 death rescue	Dynein cargo inh	Dynein cargo inh cytoplasmic EGFP	Dynein cargo inh nuclear GR-EGFP	Dynein cargo inh cell count	M1AAP inhibition	Autophagy mod	Autophagy mod cell loss 18 h	Insulin prom up	Insulin prom up cell count	MT stabilizer	MT stabilizer Hoechst-high %	MT stabilizer cytotoxicity %
O=C(c1ccco1)N1CCN(C(=O)c2cccc3c2C(=O)N(Cc2cccnc2)C3)CC1	-2%	i	/	/	0.3%	-0.076	-0.29	0.17	0.45	3%	i	-10	0.51	1053	2.2	3.7	9.3
Cc1ccc(S(=O)(=O)N2CCN(C(=O)N3CCOCC3)C2C)cc1 (centres undefined)	2%	i	-3	686	-1.4%	0.12	-0.19	0.041	0.35	12%	i	3	-0.57	1941	5.1	3.2	4.2
CCOC(=O)N1CCN(CC(O)COCC2=CCC3CC2C3(C)C)CC1 (centres undefined)	12%	i	/	/	-2.5%	-0.28	0.42	0.088	0.087	-3%	i	5	1.1	1360	6.7	1.2	17
CN(C)c1oc(-c2cccs2)nc1C#N	-246%	/	/	/	-1.2%	0.1	-0.15	0.45	-1.1	104µM*	i	7	/	/	4.1	2.1	5.8
CCCCNS(=O)(=O)c1ccc2nc(-c3cccnc3)cc(C(=O)NC(C)C)c2c1	-9%	/	9	630	-2.4%	-0.47	-0.15	0.39	0.97	2%	i	3	0.4	1307	4.9	2.7	1.7
COc1ccc([N+](=O)[O-])cc1NC(=O)C1CCCCC1C(=O)O (centres undefined)	28%	i	-5	721	-3.2%	-1	-0.26	-0.69	1.2	5%	i	-2	0.62	1219	1.2	2.9	0.8
O=C(CSc1nc2ccccc2[nH]1)NCC1CCCO1 (centres undefined)	4%	i	-16	630	-2.4%	0.052	-0.073	0.23	-0.68	3%	i	0	0.17	1450	3.4	1.2	2.7
Cc1occc1C(=O)N=Nc1c(O)n(C)c2ccccc12	-3%	i	-16	466	-3.7%	-0.42	-0.25	-0.54	0.58	13%	i	11	-0.41	1239	3.5	3.0	10
Cc1cccc(C2c3[nH]c4ccccc4c3CCN2C(=O)c2ccc(=O)[nH]c2)n1 (centres undefined)	8%	i	2	654	-0.6%	-1.2	-0.35	-0.5	1.2	-1%	i	-13	-0.59	1444	2.9	2.0	5.2
CC1(C)CC(=O)C2=C(C1)N=c1s/c(=C/c3ccc(F)c(F)c3)c(=O)n1C2c1ccc(F)cc1 (centres undefined)	-10%	i	28	636	0.9%	-0.27	0.05	0.47	-0.11	-11%	+	19*	-0.84	1883	5.4	1.9	6.7
O=C(c1ccc(=O)[nH]n1)N1CCc2ccccc2C1	0%	i	19	747	/	0.17	-0.29	-0.18	0.15	-1%	/	/	0.04	1477	/	/	/

Screens from PubChem.
